Screening data: PubChem BioAssay, Sanford-Burnham Center for Chemical Genomics
tim10-1 inh – inhibits growth of tim10-1 mutant yeast | 2.2% of 330,000 active | S. cerevisiae tim10-1 ts strain growth, BacTiter-Glo, 24 h | inhibition, % at 20 µM;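 active = inhibition of at least 40%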;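 also: mutant grown at 25 °C; 0% = DMSO wells with yeast and 100% = wells holding no yeast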
Jurkat NFkB inh – lowers PMA/ionomycin-induced NF-kB signal in Jurkat cells. PMA/ionomycin-induced NF-kB luciferase reporter, luminescence. inhibition, % at 4 µM. 0.53% of 330,000 active; in the data active = inhibition above about 50%
tim23-1 inh – tim23-1 yeast growth inhibition | S. cerevisiae tim23-1 growth, BacTiter-Glo luminescence, 24 h | inhibition, % at 20 µM | AID 463212 | 1.3% of 330,000 active;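 active = growth inhibition of the mutant yeast at or above 50%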;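 also: temperature-sensitive mutant grown at 25 °C; plate controls were DMSO-treated mutant yeast for no effect and medium wells lacking yeast for full effect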
XBP1 UPR activ – adaptive UPR (XBP1) activation. 0.33% of 330,000 active. activation, % at 20 µM. CHO-XBP1 luciferase reporter, IRE1-XBP1 UPR activation, luminescence; percent of tunicamycin response, DMSO as zero;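 active = versus positive control, 20 µM dose yields 30% or more activation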;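 also: 100% = tunicamycin at 10 µg/mL and 0% = DMSO only wells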
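assay system = CHO-XBP1 luciferase reporter cells | amount = 1000 cells/well | buffer or medium = F12 plus 10% FBS | compound dosing = single point, 20 µM final compound, 1% DMSO | incubation = 16-18 h cell attachment at 37 °C, then 6 h compound exposure | detection = Steady-Glo luminescence read | controls = tunicamycin 10 µg/mL and vehicle-only wells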
Mdm2-MdmX inh – disrupts the human Mdm2-MdmX interaction; inhibition, % at 8 µM; 3% of 330,000 active; O15151+Q00987; SaOS-2 split-luciferase Mdm2/MdmX complementation, luminescence;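 active = inhibition of at least 50% at 8 µM in the primary screen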
Target sequence (O15151 whole entry, looked up): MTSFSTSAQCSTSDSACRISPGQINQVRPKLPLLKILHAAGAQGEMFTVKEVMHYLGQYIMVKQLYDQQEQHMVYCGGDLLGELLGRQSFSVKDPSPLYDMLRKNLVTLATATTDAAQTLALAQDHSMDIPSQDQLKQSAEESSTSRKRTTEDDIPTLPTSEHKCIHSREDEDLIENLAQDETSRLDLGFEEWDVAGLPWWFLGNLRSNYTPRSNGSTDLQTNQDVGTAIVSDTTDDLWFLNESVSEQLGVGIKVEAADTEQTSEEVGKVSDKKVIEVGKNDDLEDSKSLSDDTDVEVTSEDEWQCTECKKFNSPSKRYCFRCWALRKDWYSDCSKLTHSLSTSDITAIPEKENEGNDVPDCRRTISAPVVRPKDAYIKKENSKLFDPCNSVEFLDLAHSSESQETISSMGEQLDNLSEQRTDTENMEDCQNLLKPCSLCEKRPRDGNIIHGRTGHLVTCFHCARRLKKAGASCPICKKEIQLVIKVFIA
Target sequence (Q00987 whole entry, looked up): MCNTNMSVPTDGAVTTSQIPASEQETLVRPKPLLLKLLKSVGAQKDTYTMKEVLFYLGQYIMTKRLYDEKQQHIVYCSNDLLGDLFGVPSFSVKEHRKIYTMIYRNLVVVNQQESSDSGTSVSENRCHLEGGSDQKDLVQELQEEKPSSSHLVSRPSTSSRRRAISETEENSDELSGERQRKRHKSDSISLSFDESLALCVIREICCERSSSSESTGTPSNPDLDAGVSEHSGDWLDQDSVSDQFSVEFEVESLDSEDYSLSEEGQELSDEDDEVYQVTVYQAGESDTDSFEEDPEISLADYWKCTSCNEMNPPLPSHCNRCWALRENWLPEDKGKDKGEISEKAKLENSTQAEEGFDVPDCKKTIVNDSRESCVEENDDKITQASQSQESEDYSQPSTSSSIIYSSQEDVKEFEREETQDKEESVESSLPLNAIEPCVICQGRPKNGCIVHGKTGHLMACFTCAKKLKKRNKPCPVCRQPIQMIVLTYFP
697 NFkB inh – lowers PMA/ionomycin-induced NF-kB signal in 697 B cells. 697 B-cell NF-kB luciferase reporter, 16 h. inhibition, % at 4 µM. 0.33% of 330,000 active. AID 435022; in the data active = inhibition above about 35%
TIM10 inh – inhibits growth of TIM10 yeast strain; S. cerevisiae TIM10 strain growth, BacTiter-Glo luminescence, 24 h; inhibition, % at 10 µM; 1.4% of 330,000 active; AID 463195;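 active = inhibition of 40% or more at the single tested concentration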;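 also: wild-type TIM10 isogenic control strain grown at permissive 25 °C; 0% = DMSO yeast wells and 100% = minimal medium wells without yeast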
UPR CHOP act – activators of apoptotic arm of unfolded protein response (CHOP); CHO-CHOP luciferase reporter, UPR activation, luminescence; percent of tunicamycin response over DMSO baseline; activation, % at 10 µM; 0.34% of 330,000 active;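 active = at 10 µM dose, activation of 40% or more, normalized to positive control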;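 also: 100% = tunicamycin at 10 µg/mL and 0% = DMSO alone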
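assay system = CHO CHOP reporter cells | amount = 500 CHO-CHOP cells per well | buffer or medium = F12 with 10% FBS | incubation = 16-18 h cell attachment, then 6 h compound exposure, 37 °C | detection = luminescence read with Steady-Glo | read-out = percent activation relative to tunicamycin control | controls = tunicamycin high control, DMSO low control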
An asterisk follows results filed as active.

SMILES | tim10-1 inh | Jurkat NFkB inh | tim23-1 inh | XBP1 UPR activ | Mdm2-MdmX inh | 697 NFkB inh | TIM10 inh | UPR CHOP act
c1cc2cn[nH]c2cc1NC1CCCCCC1 | 21 | -13 | 19 | 4 | 19 | -25 | 1 | -1.1
Cc1ccc(C)c(NC(=O)c2cc3ccccc3o2)c1 | 25 | -85 | 31 | 3 | -97 | -117 | -14 | 4.6
COc1ccc(NC(=O)/C(=C\c2cccs2)NC(=O)c2ccco2)cc1 | 17 | 12 | 0 | 0 | -12 | 18 | -1 | -1.5
CCNS(=O)(=O)c1ccc(NC(=O)Nc2cccc(C(F)(F)F)c2)cc1 | 23 | -9 | 10 | 1 | 53* | -3 | 17 | -0.7
CC(NC(=O)OC1CCCCC1)N1C(=O)C2C3C=CC(C3)C2C1=O (stereo not drawn) | 13 | 5 | 5 | -4 | 1 | 14 | -10 | -3.1
O=C(C1CCCN(Cc2cc(Br)ccc2O)C1)N1CCCCC1 (stereo not drawn) | -7 | 8 | 6 | -4 | -7 | 4 | 1 | -0.3
c1ccc(SCCc2ccncc2)cc1 | 5 | -6 | 18 | -1 | 14 | -31 | -4 | 5.1
O=C(NCCN1CCN(c2ccccc2)CC1)Nc1cccc(Cl)c1 | 7 | -14 | 10 | -3 | -7 | -48 | 1 | -0.5
CN(CCc1ccccn1)Cc1ccc(Cl)cc1Cl | 8 | -20 | 12 | 0 | 1 | -9 | -16 | -0.1
CCN(CC)CCCNc1cc(C(F)(F)F)c(C#N)c2nc3ccccc3n12 | -10 | 13 | -11 | -1 | 0 | 11 | 3 | -0.7
O=C(c1cc(N2C(=O)C3C4CCC(C4)C3C2=O)ccc1Cl)N1CCN(c2ccccc2)CC1 (stereo not drawn) | 34 | 1 | 26 | -3 | 0 | 1 | 11 | 3.4
CCCCNC(=O)Cn1cnc2ccc(S(=O)(=O)N3CCC(C)CC3)cc2c1=O | 8 | -4 | 6 | -1 | -2 | -2 | 3 | -1.7
O=C(O)c1ccccc1C(=O)N1N=C2/C(=C/c3cccc([N+](=O)[O-])c3)CCCC2C1c1cccc([N+](=O)[O-])c1 (stereo not drawn) | 44* | -12 | 20 | -1 | 9 | 2 | 21 | 1.1
CCCS(=O)(=O)N1CCC(C(=O)NC2CCCCC2C)CC1 (stereo not drawn) | 4 | 6 | 2 | -1 | 17 | 8 | 12 | 0.9
O=C(CN1CCc2ccccc2C1)Nc1ccccc1N1CCCCCC1 | 36 | -18 | 45 | 2 | -23 | -27 | 6 | 0.8
CCOC(=O)c1c(/N=C/c2cc([N+](=O)[O-])ccc2O)sc(C)c1C | 18 | -8 | 16 | 0 | 11 | -22 | 1 | 2.0
O=C(N/N=C\C=C\c1ccc(Br)cc1)c1ccc2c(c1)OCO2 | 0 | 6 | 8 | -6 | 20 | 24 | -14 | -1.1
COc1ccc(OCC(=O)Nc2c(C)ccc3nsnc23)cc1 | 3 | -2 | 5 | -4 | 12 | -16 | 1 | 0.6
Cc1cc(Cl)ccc1NC(=S)NCC(O)c1ccccc1 (stereo not drawn) | 7 | -18 | 11 | -1 | -11 | -47 | 6 | 3.0
CCn1c(SCC(=O)Nc2nonc2C)nnc1-c1ccoc1C | 8 | -5 | 8 | -1 | -15 | 0 | 7 | -1.1
Cc1cc2c(Nc3ccc(O)cc3)ncnc2s1 | 8 | -10 | 3 | -2 | 26 | 20 | 0 | 0.5
O=C(COc1ccc([N+](=O)[O-])cc1)Nc1nc(-c2ccccn2)cs1 | 42* | 10 | 38 | -2 | 76* | 9 | 0 | 3.1
NC(=O)NCc1ccccc1F | -23 | 9 | -3 | -4 | -3 | 11 | -18 | 0.4
CCCN(CC1CC1)C(=O)CSc1ncnc2sc(C)c(C)c12 | 29 | 15 | 32 | 1 | -5 | 0 | 28 | -1.9
CNC(=O)CSc1nnc(-c2ccc(S(=O)(=O)N3CCCC3)cc2)n1-c1cccc(C)c1C | 10 | 11 | 10 | 3 | 14 | 3 | 9 | 0.1
Next section
SMILES | tim10-1 inh | Jurkat NFkB inh | tim23-1 inh | XBP1 UPR activ | Mdm2-MdmX inh | 697 NFkB inh | TIM10 inh | UPR CHOP act
CC(=O)c1cccc(NC(=O)CSc2nc3ccccc3c(=O)n2CCCN2CCOCC2)c1 | -6 | 10 | -1 | -2 | 0 | 1 | -5 | 0.2
Cn1c(C(=O)Nc2ccc3c(c2)OCO3)cc2sccc21 | 28 | -160 | 49 | 3 | -200 | -140 | 32 | 0.0
COc1cccc(C2=NC(C)(C)NC(c3ccccc3O)C2)c1 (stereo not drawn) | 30 | -56 | 33 | 16 | 5 | -52 | 27 | 10
O=[N+]([O-])c1ccc2c(c1)ncn2CCc1ccccc1 | -4 | -8 | 17 | -3 | 18 | 12 | 4 | -0.2
CCCC(=O)N1CCCC(c2nc(-c3cccc(OC)c3)no2)C1 (stereo not drawn) | 0 | -67 | 12 | -3 | -83 | -94 | 14 | 4.1
COc1ccc(NC(=O)N2CCCc3ccccc32)c(OC)c1 | 23 | 12 | 29 | 0 | 7 | 7 | 10 | 1.1
COc1ccccc1Cc1noc(C(C)(C)NC(=O)c2ccccc2)n1 | 15 | 1 | 15 | 1 | 9 | 22 | 12 | -0.6
O=C(CSc1nc2[nH]c(=O)cc(O)c2s1)NCCc1ccccc1 | 5 | 3 | 18 | -2 | 16 | -2 | -7 | -0.5
CC(C)c1ccccc1NC(=O)Nc1ccc2c(c1)OCO2 | 15 | 14 | 24 | 0 | 21 | 8 | 8 | 2.1
COc1ccc(CCNCC(=O)Nc2ccc(OC(F)(F)F)cc2)cc1OC | -2 | -12 | 7 | -2 | 9 | 3 | 12 | 7.4
CCN(C(=O)COC(=O)COc1ccc2c(c1)CCC2)c1c(N)n(Cc2ccccc2)c(=O)[nH]c1=O | 13 | 0 | 0 | 5 | 31 | 3 | 1 | -0.9
CCOc1ccc2[nH]cc(C(=O)N3CCN(C4CCCCC4)CC3)c(=O)c2c1 | -3 | -10 | -4 | -4 | 5 | 21 | -1 | -0.1
S=C(NCCN1CCOCC1)NC1CCCCC1 | -10 | -10 | -22 | 6 | 1 | -13 | -18 | -1.0
C[C@H](NC(=O)OCc1ccccc1)C(=O)NNC(=O)[C@H](C)NC(=O)OCc1ccccc1 | -20 | -6 | -6 | 0 | -4 | 6 | -11 | 2.7
COc1cc(OC)cc(-c2sc3ccc(OC)cc3c2C#CC(C)(C)O)c1 | 18 | -13 | 26 | 4 | -15 | -42 | 7 | 1.8
O=c1c(-c2cc3ccccc3o2)[n+]([O-])c2ccccc2n1OCc1ccccn1 | 33 | -115 | 16 | 5 | -60 | -102 | 6 | 5.1
O=C(COC(=O)c1ccccc1F)Nc1ccc2c(c1)OCCO2 | -28 | 2 | 0 | -1 | 23 | -5 | -8 | 4.5
O=C(c1cccs1)c1cn(CC(=O)N2CCc3ccccc3C2)c2ccccc12 | 14 | -71 | 4 | -1 | 7 | -120 | 4 | -0.5
COCc1ccc(C(=O)OC(C)C(=O)Nc2c(C)n(C)n(-c3ccccc3)c2=O)cc1 (stereo not drawn) | 2 | 11 | 4 | 0 | -12 | 9 | 10 | -1.9
Cc1ccccc1NC(=S)N(C)C1(c2ccccc2Cl)CCCCC1=O (stereo not drawn) | 28 | 9 | 35 | -1 | -13 | 0 | 26 | -2.3
CN(C)c1ccc(C=NCCC2(O)CCOC(C)(C)C2)cc1 (stereo not drawn) | 8 | -2 | 14 | 1 | 1 | 5 | -6 | -0.8
CCn1c(SCC(=O)N(C)C2CCCCC2)nc2cc(S(N)(=O)=O)ccc21 | -8 | 12 | 5 | -3 | -12 | 11 | 41* | -1.1
COC(=O)c1ccc(NC(=O)CN(c2ccc(C)cc2)S(=O)(=O)c2c(C)n[nH]c2C)cc1 | 3 | -14 | 10 | -2 | -1 | 16 | -4 | -0.7
COc1ccc(CN(C(=O)CNC(=O)c2ccco2)C(C(=O)NCC2CCCO2)c2ccccc2)cc1 (stereo not drawn) | 14 | -13 | 17 | 2 | -34 | -7 | -10 | 1.2
O=[N+]([O-])c1ccc(N2CCCCC2)cc1SCCO | -9 | 12 | 19 | 7 | 2 | 5 | 11 | -0.7

Individual results from the entries so far:
For Jurkat NFkB inh, C[C@H](NC(=O)OCc1ccccc1)C(=O)NNC(=O)[C@H](C)NC(=O)OCc1ccccc1 is entered as -6
For UPR CHOP act, O=C(c1cccs1)c1cn(CC(=O)N2CCc3ccccc3C2)c2ccccc12 is entered as -0.5
For TIM10 inh, O=[N+]([O-])c1ccc(N2CCCCC2)cc1SCCO is entered as 11
For Mdm2-MdmX inh, COc1ccc(NC(=O)N2CCCc3ccccc32)c(OC)c1 is entered as 7
For Mdm2-MdmX inh, COC(=O)c1ccc(NC(=O)CN(c2ccc(C)cc2)S(=O)(=O)c2c(C)n[nH]c2C)cc1 is entered as -1
For Jurkat NFkB inh, COCc1ccc(C(=O)OC(C)C(=O)Nc2c(C)n(C)n(-c3ccccc3)c2=O)cc1 (stereo not drawn) is entered as 11

Further structures follow.
SMILES | tim10-1 inh | Jurkat NFkB inh | tim23-1 inh | XBP1 UPR activ | Mdm2-MdmX inh | 697 NFkB inh | TIM10 inh | UPR CHOP act
Cc1ncc(CN2CCCC(C(=O)Nc3ccc(-c4ccco4)cc3)C2)cn1 (stereo not drawn) | -14 | -10 | 7 | 0 | 0 | -12 | 2 | 1.6
COc1ccc(C2C(C#N)=C(N)Oc3cc(O)ccc32)cc1C (stereo not drawn) | -3 | 1 | 12 | 0 | 15 | 6 | -11 | 2.4
O=C(O)c1ccccc1NCc1cccnc1 | -5 | -109 | -5 | 5 | -11 | 9 | -11 | 3.2
COc1ccc(OCc2nnc(SCC(=O)N3c4ccccc4Sc4ccc(Cl)cc43)o2)cc1 | 29 | -13 | 12 | -2 | 1 | -2 | -6 | 10
CCOC(=O)Cc1csc(NC(=O)Nc2ccc(C)cc2)n1 | 16 | -4 | 18 | 0 | 17 | -7 | 17 | 1.9
COc1cc(/C=N\Nc2ccc([N+](=O)[O-])cn2)ccc1OCC(=O)O | 5 | -8 | 13 | 8 | 3 | 10 | 12 | 1.7
COc1ccccc1-c1sc2cc3c(cc2c1-c1ccc2c(c1)OCO2)OCO3 | 11 | -26 | 20 | 4 | 1 | -14 | 9 | 4.2
CC(C)N1C(=O)NC2(c3ccccc3)N(C)C(=O)N(C)C12c1ccccc1 (stereo not drawn) | 5 | -2 | 9 | -1 | 2 | 13 | 7 | 1.5
O=C(NCCCSc1ccccc1)c1cccnc1 | -13 | 3 | 13 | -4 | 12 | 2 | -2 | 0.8
O=C1c2ccccc2C(=O)N1CCOc1ccccc1 | 6 | -14 | 10 | -1 | -1 | -149 | -15 | 4.2
CCOc1ccc(/C=C\c2nc(O)c([N+](=O)[O-])c(=O)[nH]2)cc1OCC | -9 | -5 | -1 | -4 | -29 | 12 | 2 | 0.8
O=S(=O)(/N=C(/Nc1cc(N2CCOCC2)ncn1)c1ccccc1)c1ccccc1 | 0 | -10 | -3 | 2 | 11 | 4 | -1 | -0.7
CC(C)Cc1ccccc1S(N)(=O)=O | 5 | -8 | 16 | 3 | -11 | -6 | -2 | -0.2
O=C(COc1ccc2c3c(c(=O)oc2c1)CCC3)NCCN1CCOCC1 | 8 | -14 | 0 | -4 | 17 | 5 | 15 | 0.2
CCN(c1ccccc1)S(=O)(=O)c1ccc2[nH]c(=O)c(=O)[nH]c2c1 | 2 | 5 | 9 | -1 | 26 | 2 | 4 | 2.9
CCn1c(CC(=O)Nc2ccccc2)nnc1SCC(=O)Nc1nncs1 | -16 | 5 | -3 | 0 | 10 | 11 | 5 | -0.3

Of the compounds above, 2 have bromine:
SMILES | tim10-1 inh | Jurkat NFkB inh | tim23-1 inh | XBP1 UPR activ | Mdm2-MdmX inh | 697 NFkB inh | TIM10 inh | UPR CHOP act
O=C(C1CCCN(Cc2cc(Br)ccc2O)C1)N1CCCCC1 (stereo not drawn) | -7 | 8 | 6 | -4 | -7 | 4 | 1 | -0.3
O=C(N/N=C\C=C\c1ccc(Br)cc1)c1ccc2c(c1)OCO2 | 0 | 6 | 8 | -6 | 20 | 24 | -14 | -1.1
